# Assay outcomes from PubChem BioAssay.
# bovine MsrA act – bovine MsrA enzyme activators, primary screen, biochemical, absorbance, HTS. actives 0.3% (n = 360,000). AID 602163, 2012. activation, % at 10.6 µM. Methionine sulfoxide reductase A (Bos taurus). purified bovine MsrA, absorbance read-out; in the data active = activation above about 7.5%;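 note: 0% = vehicle and 100% = reference activator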
# Neddylation inh – inhibitors of cullin neddylation, primary screen, biochemical, TR-FRET, uHTS, NAE and Ubc12 | NEDD8-conjugating enzyme Ubc12 (Homo sapiens) + NEDD8-activating enzyme E1 regulatory … | calls only at 25 µM | actives 0.58% (n = 360,000); in the data active = inhibition above about 36%
# Rin1-Abl PPI inh – inhibitors of Rin1-Abl protein binding, primary screen, biochemical, TR-FRET; actives 0.4% (n = 360,000); inhibition, % at 7.35 µM; in the data active = inhibition above about 5%, passing the limit was not always enough
# TbMetRS inhib – T. brucei MetRS inhibitors, primary screen, biochemical, luminescence | methionyl-tRNA synthetase (Trypanosoma brucei brucei) | purified T. brucei MetRS, ATP depletion, Kinase-Glo luminescence | inhibition, % at 11.9 µM | actives 0.4% (n = 360,000);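 active = inhibition above a per-plate cutoff of the control wells' mean inhibition plus 3 SD, cut at about 5.5% in these data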;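 note: 0% = DMSO wells median and 100% = median of wells with control inhibitor compound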
#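 Measured by: Kinase-Glo luciferase luminescence reporting remaining unconsumed ATP. Material: purified T. brucei MetRS enzyme. Doses: 11.9 µM compound single dose, 0.9% DMSO. Medium: HEPES buffer containing pyrophosphatase, BSA, spermine, DTT. Times: 15 min preincubation, 2 h reaction, all 25 °C. Reagent: methionine, ATP and bulk E. coli tRNA.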
# CSN deneddyl inh – inhibitors of CSN-mediated cullin deneddylation, primary screen, biochemical, fluorescence polarization, uHTS; inhibition, % at 12.5 µM; Purified CSN, SCF-Nedd8-OG deneddylation; AID 651999, 2013; actives 0.38% (n = 360,000);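 active = pattern-corrected inhibition above about 35%, with an unprinted fluorescence ratio check between 0.5 and 1.5, limit read from the data, passing the limit was not always enough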;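 note: 0% = enzyme with substrate and 100% = substrate without enzyme; some results filed as inactive read as strong as hits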
# Target sequence (Q92905 whole entry, looked up, one chain of several): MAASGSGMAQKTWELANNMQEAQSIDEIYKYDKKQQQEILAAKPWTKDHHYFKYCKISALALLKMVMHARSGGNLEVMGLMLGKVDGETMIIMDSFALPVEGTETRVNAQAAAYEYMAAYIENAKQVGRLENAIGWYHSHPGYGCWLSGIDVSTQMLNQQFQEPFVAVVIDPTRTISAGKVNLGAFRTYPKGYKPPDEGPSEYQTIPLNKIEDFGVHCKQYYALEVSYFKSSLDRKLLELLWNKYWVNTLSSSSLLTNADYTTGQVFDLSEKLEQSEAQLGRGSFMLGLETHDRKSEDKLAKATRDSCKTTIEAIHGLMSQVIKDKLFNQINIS
#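 Detection – fluorescence polarization · System – HEK293T-derived human Csn5 enzyme · Controls – substrate-only high control, full reaction low control · Timing – 90 min, room temperature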
# E coli Lon inh – inhibitors of E. coli Lon protease, primary screen, biochemical, fluorescence polarization; P0A9M0; purified E. coli Lon protease; inhibition, % at 7.94 µM; actives 0.42% (n = 360,000); AID 602123, 2011; in the data active = inhibition above about 13%, passing the limit was not always enough;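 note: 0% = enzyme with probe and DMSO and 100% = no enzyme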
# FAS-TE inh – FAS thioesterase domain inhibitors, primary screen, biochemical, fluorescence intensity, uHTS | Fatty acid synthase (Homo sapiens), P49327 | recombinant FAS-TE, OMFH fluorogenic substrate, fluorescence endpoint | inhibition, % at 15 µM | actives 0.67% (n = 360,000) | AID 602261, 2012;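 active = compounds whose normalised, plate-corrected inhibition of enzyme fluorescence in the single-dose primary screen is 50% or more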;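 note: 0% = DMSO with enzyme and 100% = substrate without enzyme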
# MsrA inhibitor – bovine MsrA enzyme inhibitors, primary screen, biochemical, absorbance, HTS; inhibition, % at 15.5 µM; purified bovine MsrA, absorbance read-out; AID 651718, 2012; actives 0.75% (n = 360,000); Methionine sulfoxide reductase A (Bos taurus); in the data active = inhibition above about 4.5%;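 note: 0% = vehicle wells with enzyme and 100% = reference inhibitor wells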
# PABP1 MLLE inh – inhibitors of PABP1 MLLE–PAM2 peptide binding, primary screen, biochemical, fluorescence polarization, FITC-PAM2, GST-MLLE; Polyadenylate-binding protein 1 (Homo sapiens), P11940; inhibition, % at 20 µM; actives 0.36% (n = 360,000); AID 588489, 2011; in the data active = inhibition above about 35%, passing the limit was not always enough;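 note: plate controls were DMSO wells with GST-MLLE for no effect and wells lacking GST-MLLE protein for full effect; some results filed as inactive read as strong as hits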
# Target sequence (P11940 whole entry, looked up): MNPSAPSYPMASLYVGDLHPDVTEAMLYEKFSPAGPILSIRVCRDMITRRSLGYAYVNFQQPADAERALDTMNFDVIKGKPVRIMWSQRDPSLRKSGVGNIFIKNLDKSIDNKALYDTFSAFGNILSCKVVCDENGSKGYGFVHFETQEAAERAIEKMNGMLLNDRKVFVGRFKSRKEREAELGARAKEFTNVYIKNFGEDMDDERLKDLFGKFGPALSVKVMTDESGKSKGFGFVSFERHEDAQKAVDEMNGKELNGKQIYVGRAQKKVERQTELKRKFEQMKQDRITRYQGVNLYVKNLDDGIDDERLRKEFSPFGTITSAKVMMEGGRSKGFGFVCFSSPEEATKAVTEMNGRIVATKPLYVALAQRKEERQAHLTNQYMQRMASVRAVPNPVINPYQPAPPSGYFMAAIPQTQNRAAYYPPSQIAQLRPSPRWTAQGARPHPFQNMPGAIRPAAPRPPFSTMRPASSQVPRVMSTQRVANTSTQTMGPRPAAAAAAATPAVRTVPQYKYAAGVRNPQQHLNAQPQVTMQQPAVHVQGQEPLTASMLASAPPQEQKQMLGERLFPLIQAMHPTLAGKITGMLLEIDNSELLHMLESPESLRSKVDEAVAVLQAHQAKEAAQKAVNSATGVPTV
# * = called active by the depositor; i = inactive; nt = no result given.
smiles	Neddylation inh	PABP1 MLLE inh	CSN deneddyl inh	MsrA inhibitor	E coli Lon inh	TbMetRS inhib	FAS-TE inh	Rin1-Abl PPI inh	bovine MsrA act
CS(=O)(=O)N(CC(=O)N1CCN(Cc2ccccc2)CC1)c1ccccc1F	i	9	-1	-0.6	0	0.6	-3	-3	-3
COc1ccccc1NC(=O)c1nn(-c2ccc(OC(F)(F)F)cc2)ccc1=O	i	10	3	1.1	-1	-1.2	-1	-2	-4
CCOC(=O)/C(C#N)=C/c1cc2ccccc2nc1Cl	i	6	5	-0.6	6	-0.4	-7	2	0
COc1ccccc1NC(=O)C1CCCN(c2cc(C)nc3ncnn23)C1 (centres undefined)	i	-5	0	-0.2	1	-0.2	-6	-2	0
Cc1ccc(-c2nnc(Oc3ccc(NC(=O)c4ccccc4)cc3)c3ccccc23)cc1	i	-7	6	0.5	7	0.2	12	-4	-3
CCC1(C)Cc2c(sc3nc(SCC(=O)c4ccccc4)[nH]c(=O)c23)CO1 (centres undefined)	i	-8	-3	-0.4	7	-1.4	-1	-3	-3
CC(=O)NNC(=O)CCC(=O)Nc1ccccc1	i	7	-1	0.0	-5	-0.5	-5	-5	-2
O=C(CN1CCCC1)Nc1ccc(NC(=O)Nc2ccccc2)cc1	i	0	-3	-0.2	-5	0.7	-6	-3	4
Cc1c(C(=O)O)sc2nc(C)n(C)c(=O)c12	i	1	6	-1.1	9	-0.3	-5	0	-1
O=C1COCCOCCOCCOCC(=O)NCCN1	i	-9	-5	-1.1	-5	-0.1	-3	-3	-2
COc1ccc(N2CCN(C(=O)CSc3ccccc3)CC2)cc1	i	28	-6	1.7	-6	0.1	-5	-1	-3
Cc1cccc(C(c2c(C)nn(-c3ccccc3)c2N)c2c(C)nn(-c3ccccc3)c2N)c1	i	10	-1	0.2	-6	-0.4	-4	0	-2
COCCNC(=O)C(=O)NCC1OCCN1S(=O)(=O)c1ccc2c(c1)OCCO2 (centres undefined)	i	6	2	-0.3	7	-0.1	-3	-1	-4
Cc1ccc(S(=O)(=O)N2CCCOC2CNC(=O)C(=O)NCc2ccc3c(c2)OCO3)cc1 (centres undefined)	i	-4	-2	-0.3	1	0.8	-4	4	-4
CCCN(CCC)CC(O)Cn1c2ccccc2c2ccccc21 (centres undefined)	i	2	0	3.2	-3	0.3	-5	1	-1
CS(=O)(=O)N1CCCC(C(=O)Nc2cccc(F)c2)C1 (centres undefined)	i	0	1	0.3	2	-2.4	-3	2	-9
COC(=O)C1C(=O)c2c(C)noc2CC1(C)C (centres undefined)	i	11	0	-0.5	1	-0.4	-9	4	-4
Cc1cc(O)c(-c2cc(C(=O)Nc3sc4c(c3C(=O)NCc3ccco3)CCC4)[nH]n2)cc1C	nt	-15	6	-0.7	9	-0.4	7	-2	-1
CN(C)c1nc(N(C)C)nc(N(C)C)n1	i	2	-1	-0.8	-10	0.6	2	2	1
O=C(c1cccc(NS(=O)(=O)c2ccccc2)c1)N1CCCC1	i	0	-3	1.8	15	-0.8	-4	-1	-6
CCN(C1CCS(=O)(=O)C1)S(=O)(=O)c1ccc2ccccc2c1 (centres undefined)	i	1	-2	-0.4	-7	-0.4	-2	-1	0
CCCCCOc1ccc(Cn2ccnc2)cc1[N+](=O)[O-]	i	6	-2	0.8	-8	-0.4	-9	5	-4
COc1ccc(NC(=S)NCC2CCCO2)c(C)c1 (centres undefined)	i	0	-2	1.7	-8	-0.7	-10	-3	-2
CCC(Sc1nc2ncnc(N)c2[nH]1)C(=O)O (centres undefined)	i	-4	-3	0.4	-1	-0.1	-2	0	-2
CC(C)CN(C(=O)c1ccc(=O)n(C)n1)c1c(N)n(Cc2ccccc2)c(=O)[nH]c1=O	i	7	1	2.0	-7	-0.4	-5	-2	-3
COc1nc(NCCN2CCOCC2)nc(Nc2ccccc2)n1	i	-6	1	-0.9	-9	-0.2	-4	-1	-4
COc1ccc(NC(=O)CSc2nnc(Cn3c(=O)sc4ccccc43)n2C)cc1	i	-10	5	0.3	-8	0.0	-5	-3	3
N#Cc1c(N)nc(SCc2ccccc2)c(C#N)c1-c1ccco1	i	-23	19	1.8	-14	-0.2	30	-1	0
O=C1NC(=O)c2c(NC(=O)C3CCCO3)cccc21 (centres undefined)	i	-17	2	2.2	-9	-0.7	-10	-1	-13
Cc1ccccc1CN1[C@@H](Cc2ccccc2)COCCS1(=O)=O	i	-13	3	-0.4	-3	-0.2	22	4	0

# Two of the compounds above, with two lines to a compound:
# Value order – Neddylation inh, PABP1 MLLE inh, CSN deneddyl inh, MsrA inhibitor, E coli Lon inh, TbMetRS inhib, FAS-TE inh, Rin1-Abl PPI inh, bovine MsrA act
O=C1COCCOCCOCCOCC(=O)NCCN1
  i, -9, -5, -1.1, -5, -0.1, -3, -3, -2
N#Cc1c(N)nc(SCc2ccccc2)c(C#N)c1-c1ccco1
  i, -23, 19, 1.8, -14, -0.2, 30, -1, 0

# The results go on:
smiles	Neddylation inh	PABP1 MLLE inh	CSN deneddyl inh	MsrA inhibitor	E coli Lon inh	TbMetRS inhib	FAS-TE inh	Rin1-Abl PPI inh	bovine MsrA act
C[C@H](NC(=O)c1nc[nH]c1C(=O)NCC(=O)OC(C)(C)C)C(=O)OCc1ccccc1	i	-4	-4	-0.8	-3	-0.5	5	1	-5
CCOC(=O)N/N=C\c1ccc(OC/C=C/c2ccccc2)c(OC)c1	i	18	-2	-0.6	-7	0.3	11	1	-2
CCOC(=O)c1ccc(N2C(=O)C(CC(=O)NC)N(CCc3ccc(OC)c(OC)c3)C2=S)cc1 (centres undefined)	i	6	-3	1.1	0	-0.5	-2	5	-2
CC(=O)c1cc(-c2ccccc2)n(CC(=O)NCc2cccs2)c1C	i	-8	2	-0.1	0	-1.2	8	1	-3
Cc1cc(C)n2nc(C(=O)N/N=C/c3cn(C)nc3C)nc2n1	i	-15	-1	2.8	5	-0.2	-8	-4	-3
O=C(CSc1nnc(-c2ccccc2)n1-c1ccc(Cl)cc1)N/N=C/c1ccccc1C(=O)O	i	-3	5	-0.1	-9	0.5	-2	-2	-3
CC(=Nc1ccccc1C)C1=C(O)CSC1=O	i	33	1	0.9	-7	-0.8	-12	-1	-10
O=C(COc1ncnc2ccc(Br)cc12)NCc1ccc2c(c1)OCO2	i	-6	2	0.1	-17	2.3	19	2	-3
O=C(CC1SC(N2CCCCC2)=NC1=O)Nc1cccc(C(F)(F)F)c1 (centres undefined)	i	8	-2	-0.8	5	-0.9	-13	-3	-13
COc1ccc(-c2[nH]ncc2/C=N/NC(=O)c2ccncc2)c(OC)c1	i	-5	6	0.9	0	-0.3	-1	0	-3
CN(c1ccc(OCC(=O)Nc2ccccc2C(=O)O)cc1)S(=O)(=O)c1ccc(Cl)cc1	i	0	0	0.9	-14	0.0	1	1	-4
CCOC(=O)N1CCN(c2c(Nc3cc(C)[nH]n3)c(=O)c2=O)CC1	i	2	3	1.4	-3	-0.7	-6	2	-13
O=C(N/N=C/c1ccc(Br)cc1)c1ccc(F)cc1	i	-45	-9	-0.2	0	-0.8	-14	3	-11
O=C(COC(=O)/C=C/c1ccc(Br)o1)Nc1ccc2[nH]c(=O)[nH]c2c1	i	-10	39	-0.5	-14	-0.1	-4	4	-5
CCCCN(C(=O)c1cccc(-c2ccc(OC(C)=O)cc2)c1)c1c(N)n(CCC)c(=O)[nH]c1=O	i	-11	-2	-0.4	1	-0.7	0	3	-12
Cc1cccc(C2=NN(c3ccccc3)[C@@H](C(=O)N3CCOC3=O)[C@@H]2c2ccc(Cl)cc2)c1	nt	-7	-6	1.3	3	-0.5	56*	-5	-2
CCn1c(SCC(=O)N2CCN(c3ccc(F)cc3)CC2)nnc1-c1ccncc1	i	7	-2	0.7	-6	-0.2	-9	7	-1
O=C1CCCC(=O)N1c1ccc(NCCOCCO)c([N+](=O)[O-])c1	i	2	10	0.9	6	0.6	-1	-6	-2
Cc1ccc(C2=[N+]([O-])C(C)(C)CC2)cc1	i	8	7	0.6	4	0.2	-6	2	0
CCOC(=O)C(=O)NNc1ccc(Cl)cc1	i	5	1	-1.0	-4	0.1	-9	4	-1
CCOc1ccc(/C=N/NC(=O)Cc2cccs2)cc1	i	6	4	0.0	3	-0.8	-2	-2	-8
COc1cc(OC)cc(-c2nc(-c3ccc(Br)cc3)no2)c1	i	-2	0	-1.0	7	-1.3	31	1	0
CCN1C(=O)N[C@@H](c2cccc(C(F)(F)F)c2)C(C(C)=O)=C1C	i	-2	-8	-0.8	-1	-0.3	-6	3	-2
Cc1nc(CSc2ccc(Br)cc2)cs1	i	3	9	-1.1	8	-0.2	3	3	0
COC(=O)c1ccc(CN2CCC(Oc3cccc(C(=O)N4CCCC4)c3)CC2)cc1	i	-13	3	0.5	0	-0.5	-1	2	-8
C=CCc1cc(CN2CC(C)OC(C)C2)c(O)c(OC)c1 (centres undefined)	i	-18	-4	0.0	5	-0.5	-2	0	-1
COc1ccc(S(=O)(=O)N2CCC(C(=O)N3CCCC3)CC2)cc1C	i	9	1	-0.4	1	0.5	1	2	-4
CCOc1ccc(CN(C)C(=O)c2cccc(S(=O)(=O)Nc3ccccc3OC)c2)cc1OC	i	4	-2	0.1	-1	0.0	-8	-1	-3
CCCc1c(-c2ccc(Cl)cc2)ncn1Cc1cccc(-c2ccccc2)c1	i	nt	0	-0.6	nt	0.2	nt	nt	nt
CCOC(=O)C(NC(=O)Nc1ncccn1)(Oc1ccccc1)C(F)(F)F (centres undefined)	i	-8	7	0.1	-10	-1.9	-9	1	-11

# 3 compounds out of the list above, arranged by their value in PABP1 MLLE inh, low to high.
SMILES	Neddylation inh	PABP1 MLLE inh	CSN deneddyl inh	MsrA inhibitor	E coli Lon inh	TbMetRS inhib	Rin1-Abl PPI inh	bovine MsrA act
CC(=O)c1cc(-c2ccccc2)n(CC(=O)NCc2cccs2)c1C	i	-8	2	-0.1	0	-1.2	1	-3
COc1ccc(-c2[nH]ncc2/C=N/NC(=O)c2ccncc2)c(OC)c1	i	-5	6	0.9	0	-0.3	0	-3
Cc1ccc(C2=[N+]([O-])C(C)(C)CC2)cc1	i	8	7	0.6	4	0.2	2	0

# Next entries:
smiles	Neddylation inh	PABP1 MLLE inh	CSN deneddyl inh	MsrA inhibitor	E coli Lon inh	TbMetRS inhib	FAS-TE inh	Rin1-Abl PPI inh	bovine MsrA act
N#CC1=C(SCC(=O)c2ccc(Cl)cc2)NC2=C(C(=O)CCC2)C1c1ccco1 (centres undefined)	i	-35	6	0.9	-4	-0.5	7	-1	-4
COCCn1c(C)cc(C(=O)CSc2nc3ccccc3s2)c1C	i	-5	6	0.8	-1	-0.4	15	4	-1
C=CCN1C(=O)c2ccc(C(=O)N3CCN(S(=O)(=O)c4cccc(Cl)c4)CC3)cc2C1=O	i	-12	1	0.3	-7	-0.3	4	0	-2
CCOc1ccc(S(=O)(=O)N(C)CC(=O)N2CCN(CC)CC2)cc1	i	-15	-5	1.6	-2	0.0	-5	2	-2
COc1ccc(CNC(=S)Nc2ccccc2F)cc1	i	-6	3	0.8	-11	-0.6	-3	4	-3
O=C(O)c1cc(S(=O)(=O)Nc2cccc(S(=O)(=O)N3CCCC3)c2)ccc1Cl	i	4	1	-0.5	6	-0.4	-2	4	-6
